G6PDH counter = counter-screen for G6PDH assay hits: L. mesenteroides G6PDH inhibition; Purified L. mesenteroides G6PDH, diaphorase/resazurin coupled fluorescence, 45 min; inhibition, % at 5 µM; actives 0.12% (n = 200,000); AID 1020; in the data active = inhibition above about 50%
APP 5UTR inh = APP translation inhibition | AID 1285 | actives 0.82% (n = 190,000) | inhibition, % at 2 µM | SH-SY5Y APP 5'UTR-luciferase reporter, luminescence;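 active = inhibition above a set limit, derived from the sample mean plus 3 SD, cut at about 45% in these data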; also: values of inactives mirror those of a sister screen read the other way
APP 5'UTR act = activates APP 5'UTR luciferase reporter. actives 1% (n = 190,000). activation, % at 2 µM. SH-SY5Y APP 5'UTR luciferase reporter, luminescence; zero percent = DMSO vehicle wells;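 active = activation above a set limit, based on mean plus 3 SD of controls, cut at about 140% in these data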; also: values of inactives mirror those of a sister screen read the other way
Hsp70 activator = transcriptional activators of Hsp70; AID 1203; HeLa Hsp70 promoter luciferase reporter, luminescence; scaled: vehicle 0, proteasome-inhibitor control 100%; activation, % at 10 µM; actives 0.04% (n = 200,000);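 active = activation above the mean across all tested compounds plus 3 SD, cutoff set per campaign, cut at about 5.5% in these data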;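 also: 100% = MG132 at 30 µM as the positive control and 0% = DMSO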
STAT1 act = STAT1 signaling activation | NIH 3T3 STAT1-luciferase reporter, IFN-gamma, luminescence; 100% = IFN-gamma alone, no compound | activation (% of control), % at 5.5 µM | actives 2.6% (n = 200,000) | AID 932;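 active = activation above the screen-wide mean activation plus 3 SD, cut at about 130% in these data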;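 also: raw ratio to IFN-gamma control signal so 100% means no change and 0% no light; values of inactives mirror those of a sister screen read the other way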
HMGR II inh = E. faecalis class II HMG-CoA reductase inhibition; inhibition, % at 10 µM; actives 0.41% (n = 190,000); AID 1066; purified E. faecalis HMGR, NADPH absorbance 340 nm kinetic;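 active = inhibition above a set limit, the median over all tested compounds plus 3 SD, cut at about 9.5% in these data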;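 also: enzyme runs in reverse so mevalonate oxidation gives rising NADPH absorbance; 0% = complete reaction with DMSO and 100% = background rate lacking mevalonate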
Redox H2O2 prof = compounds producing H2O2 with reducing agent – biochemical, NIH compound library profiling, artefact control for MLSCN library redox annotation, primary screen; DTT-dependent redox cycling H2O2, phenol red/HRP absorbance; 100% = 100 µM peroxide control, 0% = buffer; activation, % at 10 µM; actives 0.03% (n = 200,000);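 active = activation of at least 50% relative to the plate's high and low controls in the primary single-dose screen; inactive = activation below 50%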;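 also: compound incubated with DTT at 0.8 mM final as the reducing agent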
FLuc act counter = firefly luciferase counter-screen for stimulation assays | ATPlite luciferase biochemical, luminescence, 10 min; 0 = ATP-free wells, 1 = DMSO control | activation factor at 10 µM | 200,000 tested, under 10 active;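 active = luciferase activation factor, scaled between plate controls, of at least 2 with compound at 10 µM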
Target sequence (P08659 whole entry, looked up): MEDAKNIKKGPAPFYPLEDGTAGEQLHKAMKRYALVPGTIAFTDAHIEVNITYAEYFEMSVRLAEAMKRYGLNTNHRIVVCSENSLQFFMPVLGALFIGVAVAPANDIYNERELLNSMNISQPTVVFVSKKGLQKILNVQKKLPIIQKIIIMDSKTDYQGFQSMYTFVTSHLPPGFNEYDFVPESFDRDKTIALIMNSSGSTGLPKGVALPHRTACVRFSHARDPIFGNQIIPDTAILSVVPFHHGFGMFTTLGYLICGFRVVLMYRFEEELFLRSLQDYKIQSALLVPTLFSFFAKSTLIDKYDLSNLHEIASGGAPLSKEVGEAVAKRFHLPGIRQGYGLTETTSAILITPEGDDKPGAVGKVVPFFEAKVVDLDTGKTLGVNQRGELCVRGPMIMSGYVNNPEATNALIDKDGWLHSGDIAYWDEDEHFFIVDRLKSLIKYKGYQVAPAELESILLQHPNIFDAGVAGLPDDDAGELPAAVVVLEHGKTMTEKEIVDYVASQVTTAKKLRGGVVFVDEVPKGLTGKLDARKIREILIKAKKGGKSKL
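System: cell-free luciferase reagent; medium: PBS as buffer for the ATP substrate; doses: test compounds dosed from 2 mM stocks in 100% DMSO; incubation: 10 min, room temperature; measured by: luminescence from luciferase reaction; read-out: luciferase activation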
FLuc inh counter = inhibits firefly luciferase, flagging false hits in luciferase inhibition screens; inhibition, % at 10 µM; ATPLite firefly luciferase biochemical luminescence, 10 min; actives 1.5% (n = 200,000); P08659;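 active = inhibition above about 50% when tested at 10 µM, limit read from the data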
NF-kB neuron act = NF-kB expression increase, human neuronal cells. NF-kB reporter expression; stronger effect = higher value. fold change at 12.5 µM. actives 1.6% (n = 190,000); in the data active = fold change above about 3.3
* = called active by the depositor; nt = no result given.

Every second line gives: G6PDH counter, APP 5UTR inh, APP 5'UTR act, Hsp70 activator, STAT1 act, HMGR II inh, Redox H2O2 prof, FLuc act counter, FLuc inh counter, NF-kB neuron act
1. CCCSc1nc(C)cc(C)c1S(=O)(=O)c1ccccc1C
  6, 0, 0, -0.2, 101, 7, 1.5, 1.1, -6, 0.83
2. C=CCNC(=S)Nc1nc2c(cc1C(=O)OCC)CCCC2
  1, -6, 6, -0.3, 110, -4, 0.0, 1, 2, 1.5
3. CC1CC(C)CN(S(=O)(=O)c2ccc(NC(=O)C3COc4ccccc4O3)cc2)C1 (configuration not stated)
  -1, 8, -8, -0.1, 102, -6, -0.4, 1, -4, 0.9
4. O=C(CN1CCN(Cc2ccccc2Cl)CC1)N/N=C/C=C/c1ccccc1[N+](=O)[O-]
  -13, 2, -2, -0.3, 108, -5, 0.3, 1, -1, 0.88
5. COc1ccc(NC2CC(=O)N(c3ccccc3)C2=O)cc1 (configuration not stated)
  3, 3, -3, -0.3, 116, -6, -0.5, 1, -3, 1.5
6. Cc1ccc(O)c(-c2cc(C(=O)Nc3ccc(S(=O)(=O)N4CC(C)OC(C)C4)cc3)[nH]n2)c1 (configuration not stated)
  -57, -8, 8, -0.3, 99, 1, 1.9, 1.1, -5, 0.66
7. COCCN1Cc2cccc(C(=O)NC(C)c3cccs3)c2C1=O (configuration not stated)
  2, nt, nt, -0.6, 95, -3, 0.1, 1.1, -9, 0.96
8. Cc1ccc(C2(c3noc(CN4CCC(c5ccncc5)CC4)n3)CCCC2)cc1
  1, 6, -5, -0.5, 77, -2, -1.1, 1, 0, 0.78
9. N#Cc1ccc(OCC(=O)NCCc2ccc(S(N)(=O)=O)cc2)cc1
  -2, -4, 4, -0.2, 103, -5, -0.3, 1, -5, 1.5
10. CCOC(=O)CNC(=O)CSc1nc(N(C)C)nc(N2CCOCC2)n1
  -14, -1, 1, 0.3, 102, -1, 0.7, 1.1, -9, 0.93
11. Cc1cccc(-n2c(C)nc3cc(C(=O)NCc4ccc5c(c4)OCO5)ccc32)c1
  5, 9, -9, -0.1, 93, -5, 0.2, 1, 2, 1.1
12. O=C(O)c1ccc(NC(=O)c2cccc(N3C(=O)C4C5CCC(C5)C4C3=O)c2)cc1 (configuration not stated)
  -3, 6, -6, -0.3, 93, 0, -0.1, 1.1, -5, 1.2
13. CCOc1ccc(-c2c(=O)n(OCc3ccc([N+](=O)[O-])cc3)c3ccccc3[n+]2[O-])cc1
  -23, 0, 0, -0.1, 98, -5, 0.2, 1, -2, 0.98
14. CC1CCc2c(nc3sc4c(c3c2N)CCCC4)C1 (configuration not stated)
  -14, -65, 65, 0.4, 135*, -2, 2.3, 0.7, 27, 1.8
15. CC1=NN(C(=O)c2ccc(Cn3cc(Br)c([N+](=O)[O-])n3)o2)C(O)(C(F)(F)F)C1 (configuration not stated)
  15, 3, -3, -0.3, 95, -3, -0.8, 1.1, -8, 1.1
16. CCC(C)[C@H](NC(=O)Nc1ccc(C(C)=O)cc1)C(=O)OC (some centres not stated)
  0, 1, -1, 0.2, 107, -1, -1.0, 1, -3, 0.95
17. CCOC(=O)C1CCN(c2ncnc3c2cnn3-c2ccccc2)CC1
  -1, -33, 33, -0.1, 111, -2, 0.0, 1, -4, 1.2
18. COc1cccc(C2=NOC(C(=O)Nc3ccccc3SC)C2)c1 (configuration not stated)
  8, -21, 21, -0.1, 101, 2, -2.4, 1.1, -8, 1.1
19. O=C(NCc1ccco1)C(c1cccs1)N(C(=O)Cc1cccs1)c1ccccc1 (configuration not stated)
  -1, -1, 1, -0.2, 99, -1, 2.3, 1, -4, 0.64
20. CCOC(=O)c1oc2c(CN3CCN(C)CC3)c(O)ccc2c(=O)c1-c1ccc(Br)cc1
  -13, 13, -13, 0.1, 95, -9, 0.2, 0.9, 7, 1.3
21. Cc1ccc(N2C(=O)c3ccc(C(=O)O)cc3C2=O)c(C)c1
  7, -14, 13, -0.2, 104, -4, -0.1, 1, -2, 1.3
22. O=C(COC(=O)c1ccc(Oc2ccccc2)cc1)Nc1nnc(-c2ccccc2)o1
  3, 8, -8, -0.3, 100, 2, -1.2, 1, -2, 1.1
23. Cc1ccc(NC(=O)CCn2c(=S)oc3ccccc32)cc1
  5, 4, -4, -0.2, 94, -5, 0.1, 1, -2, 1.5
24. CCCC1=C(C(=O)OCC)C(c2ccccc2OCC)NC(=O)N1C (configuration not stated)
  6, -7, 7, -0.4, 84, -4, 0.5, 1.1, -6, 1.1
25. CC1=C/C(=N\NC(=O)c2ccc(O)cc2)CC1
  11, -8, 8, -0.3, 98, -2, 0.2, 1, -3, 1.3
26. N#Cc1c(NC(=O)C2CC(c3ccccc3Cl)=NO2)sc2c1CCC2 (configuration not stated)
  8, -11, 11, -0.3, 106, -6, -7.5, 1, -4, 1.4
27. O=C(Nc1ccc(Cn2cccn2)cc1)c1ccc(COc2ccccc2Br)cc1
  -2, -31, 31, -0.3, 106, -2, -5.3, 1.1, -7, 1.3
28. CCOc1ccc(NC(=O)c2ccccc2CO)cc1
  5, -32, 32, 0.8, 126, 0, 0.7, 0.6, 38, 1.7
29. O=C(COc1ccccc1[N+](=O)[O-])Nc1ccc(CN2CCOCC2)cc1
  5, -6, 6, -0.2, 108, 3, -0.3, 1.1, -6, 0.95
30. C/C(=N\NC(=O)c1ccc(Cl)c(S(=O)(=O)Nc2ccccc2Cl)c1)c1ccncc1
  -2, -9, 9, -0.3, 105, 0, -0.8, 1, -5, 1.4
31. COc1ccc(F)cc1S(=O)(=O)N1CCN(Cc2ccc3c(c2)OCO3)CC1
  4, 0, 0, 0.1, 98, -5, 1.1, 1.1, -8, 1
32. Cc1cccc(N2CCN(C(=O)C3CCN(S(=O)(=O)N4CCOCC4)CC3)CC2C)c1 (configuration not stated)
  8, -12, 12, -0.5, 89, -8, 0.4, 1, 1, 1
33. COc1ccc(Cn2c(CCC(=O)N3CCN(c4ccccn4)CC3)nc3ncccc3c2=O)cc1
  8, 0, 1, -0.6, 97, -5, -0.8, 1, 1, 0.71
34. Cc1cc(SCC(=O)OC/C(O)=C(\C#N)c2nc3ccccc3[nH]2)c(C)cc1Br
  0, -23, 23, -0.4, 100, -8, -0.5, 1.1, -5, 2.2
35. COc1cccc(N2CCN(C(=S)NCCc3ccccc3)CC2)c1
  -14, -21, 21, 0.3, 95, 1, -1.1, 1, -1, 1.1
36. O=c1c2cc(N3CCOCC3)ccc2[nH]c(=S)n1CCc1ccccc1
  -2, -14, 14, -0.3, 132*, -6, -0.7, 1, -1, 1.8
37. COCCn1nnnc1CN(Cc1cccnc1)Cc1cc2cc(OC)ccc2[nH]c1=O
  13, -1, 1, -0.1, 102, -5, -2.8, 1.1, -7, 1.4
38. COc1ccc(CCN2C(=S)NC3CC2(C)Oc2ccc([N+](=O)[O-])cc23)cc1OC (configuration not stated)
  6, 1, -1, 0.0, 91, -3, 0.1, 1, -1, 0.41
39. CCOC(=O)c1cc(C#N)c(Oc2cccc(C(F)(F)F)c2)nc1-c1ccccc1
  -4, -10, 10, 0.0, 92, 0, 0.9, 1, -2, 1.2
40. CC(=O)NCCc1nc2ccccc2n1Cc1ccc(C)cc1
  -3, 12, -12, 0.3, 100, 3, -1.0, 1.1, -5, 0.92
41. COc1cc(C(=O)NCC(=O)OCC(=O)Nc2ncc(Cl)cc2Cl)cc(OC)c1OC
  6, 3, -3, -0.3, 94, 2, -1.8, 1, 0, 1.2
42. CCN(CC)c1ccc(/C=c2/sc3nnc(-c4ccccc4C)n3c2=O)cc1
  10, 5, -5, -0.3, 107, -1, 2.7, 1.1, -6, 1.4
43. On1c(-c2ccccc2)nc2ccc(Cl)cc21
  4, nt, nt, -0.1, 108, -2, 3.0, 0.8, 20, 1.9
44. Cc1nc2ccccc2c(=O)n1NC(=O)CCC(=O)O
  4, -6, 7, -0.2, 95, -4, -0.4, 1, -2, 1.4
45. COc1ccc2cc(C(=O)C3CCCN(Cc4cccc(C)n4)C3)ccc2c1 (configuration not stated)
  4, 3, -3, -0.2, 92, -3, -0.6, 1.1, -8, 0.96
46. COC(=O)c1[nH]c2ccc(Br)cc2c1NC(=O)Oc1ccccc1
  2, -36, 36, 0.1, 107, nt, -4.0, 0.9, 15, 1.7
47. Fc1ccc(C2=Nn3c(nnc3-c3n[nH]c4c3CCC4)SC2)cc1
  3, 8, -8, -0.2, 88, -2, 1.4, 1, -3, 1.3
48. CCOC(=O)c1cc(=O)cc(C(=O)OCC)o1
  7, 7, -7, -0.4, 97, 1, 2.1, 1, -5, 1
49. COc1ccc(C)cc1NC(=O)NCc1ccc(F)cc1
  12, -1, 1, 0.1, 106, -2, -0.1, 0.4, 58*, 0.89
50. Cc1ccc(CN2CCN(Cc3ccc(Oc4ncccn4)cc3)CC2CCO)cc1 (configuration not stated)
  10, 8, -8, -0.6, 107, -1, 0.0, 1.1, -7, 0.94
51. COC(=O)N1CCN(c2ccc(Cl)c(Cl)c2)CC1
  8, -15, 15, -0.4, 96, -4, -2.4, 1, 0, 1
